# Screening results from PubChem BioAssay.
# NFkB transloc pot: enhances IL-1B driven NFkB nuclear translocation; AID 819; 94,000 tested, 0.3% active; activation, % at 2 µM; HUVEC IL-1B NFkB p65 nuclear translocation imaging;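 active = activation above 40%, about the mean plus 3 SD, also judged a hit on visual image review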;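 also: percent activation is computed from the nuclear over cytoplasmic p65 intensity ratio; values of inactives mirror those of a sister screen read the other way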
# NFkB transloc inh: blocks IL-1B driven NFkB nuclear translocation in HUVEC cells; HUVEC IL-1B NFkB p65 nuclear translocation imaging; inhibition, % at 2 µM; 94,000 tested, 0.43% active; AID 796;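 active = inhibition above about 30% together with a positive call from visual inspection of the well image, limit read from the data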;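 also: nuclear over cytoplasmic p65 intensity ratio measured by imaging; 0% = IL-1B stimulated DMSO wells and 100% = unstimulated DMSO wells; values of inactives mirror those of a sister screen read the other way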
# PLAP inhibitors HTS: PLAP enzyme inhibitors, biochemical, luminescence, HTS (AID 690) | purified PLAP, luminescent substrate; higher % means a stronger effect | inhibition, % at 20 µM, or IC50 in µM where a hit was titrated | 96,000 tested, 0.08% active; in the data active = a potency from the dose series; inactive = the rest, 99 in 100 with inhibition below about 30%; also: strong numbers were not always called active
# MRP resist rev: compounds reversing MRP-mediated drug resistance | AID 602 | 85,000 tested, 0.04% active | H69AR cells + 2 uM doxorubicin, CellTiter-Glo, 72 h | differential viability (reversal), % at 10 µM;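 active = viability drop by adding the cancer drug above about 55%, with treated viability meeting a 40% cutoff, limit read from the data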;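 also: viability without doxorubicin minus viability with 2 µM doxorubicin for each compound; larger differential means the compound sensitizes cells more to doxorubicin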
# Bcl-B displacement: displacers of TR3 peptide from Bcl-B, primary screen, selectivity assay for Bfl-1 inhibitor project, biochemical, fluorescence polarization. displacement, % at 20 µM; hits with a dose series show IC50 in µM. AID 748. FP displacement of FITC-TR3 peptide from Bcl-B; higher % means a stronger effect. 96,000 tested, 0.11% active;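 active = displacement above 50% at 20 µM plus a fluorescence interference ratio under 1.5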;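 also: plate controls were wells without compound for no effect and wells lacking Bcl-B protein for full effect; a part of the inactive calls stands beside numbers as strong as those of hits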
# MRP resist rev cytotoxicity: further read-out of MRP resist rev, marked with its call; viability, %; H69AR cells, CellTiter-Glo, 72 h; measured here: cytotoxicity without doxorubicin
# MRP resist rev with doxorubicin: second read-out of MRP resist rev, no call of its own (marks repeat the call); viability, %; measured here: viability with 2 uM doxorubicin; active compounds read low
# NFkB transloc inh cell count 2 µM: second read-out of NFkB transloc inh, no call of its own (marks repeat the call); cell count; measured here: cells passing quality filter;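 raw number of nuclei counted in each imaged well without normalization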
# NFkB transloc pot cell count 2 µM: further read-out of NFkB transloc pot, marked with its call; cell count; measured here: cells passing quality filter
# An asterisk follows results filed as active; . = not tested or not shown. The list is partial, so the mix of outcomes need not match the whole.
# Each structure is followed by: NFkB transloc pot	NFkB transloc pot cell count 2 µM	NFkB transloc inh	NFkB transloc inh cell count 2 µM	PLAP inhibitors HTS	MRP resist rev	MRP resist rev cytotoxicity	MRP resist rev with doxorubicin	Bcl-B displacement
CC1CCN(Cc2nc3c(c(=O)n(C)c(=O)n3C)n2CCc2ccccc2)CC1
 : 8	164	-8	164	.	4	90	86	.
O=c1c(Cc2ccc(F)cc2)c(O)ccn1Cc1ccc(Cl)cc1Cl
 : 11	139	-11	139	-18%	.	.	.	1%
C=CCNC(=O)c1onc(CSc2ccccc2F)c1C(=O)O
 : 4	113	-4	113	4%	.	.	.	-11%
O=Cc1ccccc1Oc1ccccc1
 : 6	124	-6	124	-2%	.	.	.	-1%
COC(=O)c1c(NC(=O)C2CC2)sc2c1CCN(C(C)=O)C2
 : -13	163	13	163	-15%	20	86	66	4%
Cc1ccc(CNC(=O)C(NS(=O)(=O)c2cccs2)C(C)C)cc1 (stereo not given)
 : -7	136	7	136	4%	.	.	.	-15%
CC1(C)[N+]([O-])=C2C(=[N+]([O-])C1(C)C)c1ccccc1/C2=N\O
 : 1	204	-1	204	-2%	3	93	90	-13%
COc1ccccc1CNC(=O)c1ccc(CNc2c(N3CCCC3)c(=O)c2=O)cc1
 : .	.	.	.	-5%	-57	98	156	-3%
COc1ccc2c(c1)c(C(=O)N1CCN(C)CC1)c(C)n2-c1ccccc1
 : 8	47	-8	47	-44%	2	88	87	-3%
N#Cc1cnn(-c2ncnc3sc(-c4ccccc4)cc23)c1N
 : 13	154	-13	154	-3%	16	36	20	-4%
CCN(CC)CCCN1C(=O)c2oc3ccccc3c(=O)c2C1c1cccnc1 (stereo not given)
 : 6	80	-4	80	-6%	.	.	.	2%
CC(=O)Oc1ccc(Cn2cnc3cc4ccccc4cc32)cc1
 : -9	153	9	153	.	8	83	74	.
Cc1ccc(-n2c(-c3c(-c4ccccc4)noc3C)n[nH]c2=S)cc1
 : -10	41	10	41	-113%	-9	86	95	4%
O=S(NC1CCCCC1)C12CC3CC(CC(C3)C1)C2 (stereo not given)
 : .	.	.	.	-38%	20	92	72	5%
CCOC(=O)CCC(=O)N1CCOCCOCCN(C(=O)CCC(=O)OCC)CCOCCOCC1
 : 7	172	-7	172	-40%	-13	86	99	6%
O=C(Nc1ccc(Cl)cc1)OCc1cncs1
 : 2	153	-2	153	2%	11	93	82	6%
CC(=O)Nc1cccc(N2C(=O)CC(N3CCC(C(=O)N4CCCCC4)CC3)C2=O)c1 (stereo not given)
 : 16	152	-16	152	-44%	5	101	96	-4%
COCCCNC(=O)Cn1cc2c(n1)CCC(C)C2 (stereo not given)
 : .	.	.	.	-12%	0	88	88	-3%
CCOc1ccc(NC(=O)CC2CC(C)(C)OC2=O)cc1 (stereo not given)
 : .	.	.	.	19%	6	106	100	0%
C=CCNc1nc(N2CCCCC2)c(C#N)c2c1CN(Cc1ccccc1)CC2
 : 10	119	-10	119	5%	1	78	77	7%
COc1cc(C(=O)Nc2sc3c(c2C#N)CCN(C(C)=O)C3)cc(OC)c1OC
 : -8	173	8	173	-22%	-26	23	49	1%
CC(=O)Nc1nc(CC(C)C)cc2c1c(=O)oc1ccccc12
 : 10	147	-10	147	-15%	-10	65	75	-6%
CCC(C)(C)NC(=O)C(c1ccc(F)cc1)N(Cc1ccco1)C(=O)c1snc(C(N)=O)c1N (stereo not given)
 : -9	91	9	91	-6%	5	79	74	0%
O=C(CCl)Nc1cc(-c2ccccc2)nn1-c1ccccc1
 : 17	13	-17	13	-16%	0	1	2	-8%
CCOC(=O)N1CCN(S(=O)(=O)c2ccc(Br)s2)CC1
 : -3	118	3	118	7%	20	93	73	-2%
CCOC(=O)C1CCN(C(=O)CSc2cc(=O)n(C)c3ccccc23)CC1
 : 2	151	-2	151	-38%	9	87	78	17%
COC(=O)c1ccc(N2CCN(S(=O)(=O)c3ccccc3)CC2)c([N+](=O)[O-])c1
 : .	.	.	.	-9%	.	.	.	0%
O=C1C2CC=CCC2C(=O)N1CC1CCCO1 (stereo not given)
 : 15	131	-15	131	-9%	-5	85	90	1%
Cc1nnc(SCC(=O)NC(=O)NC2CCCC2)n1N
 : -2	181	2	181	2%	38	109	71	-6%
COc1cc(C)c(C(C)C)cc1S(=O)(=O)N1CCN(C)CC1
 : 4	117	-4	117	-4%	-15	87	102	7%
COc1ccc(OC)c(C2=NOC(C(=O)Nc3cccc(C(C)=O)c3)C2)c1 (stereo not given)
 : -9	123	9	123	9%	19	89	70	3%
FC(F)(F)Oc1ccc(Nc2nc3ccccc3o2)cc1
 : .	.	.	.	9%	3	109	106	-12%
C=CCN(CC=C)C(=O)Cc1ccc(F)cc1
 : -1	162	1	162	1%	-7	86	93	-6%
Cc1nc(-c2cccc(S(=O)(=O)N3CCC(C)CC3)c2)cs1
 : 0	175	0	175	15%	-1	76	77	-15%
Oc1ccc2ccccc2c1CN1CCN(c2ccccc2)CC1
 : 32	176	-32	176	-10%	3	99	96	2%
Cc1ccc(CCNC(=O)C2CCCN(C(=O)N(C)C)C2)cc1 (stereo not given)
 : -9	147	9	147	5%	3	94	90	0%
O=C1c2ccccc2-c2onc3c(Oc4ccccc4)cc(O)c1c23
 : 4	177	-4	177	-14%	-21	25	46	-2%
CC(C)(C)C(=O)Nc1ccc2c(c1)-c1cc(NC(=O)C(C)(C)C)ccc1C2
 : -5	120	5	120	4%	.	.	.	0%
CCCNS(=O)(=O)c1ccc(NC(=O)Cc2cccs2)cc1
 : 20	146	-20	146	.	9	93	84	.
COC(=O)c1cccc(S(=O)(=O)N2CCC(NC(=O)NC34CC5CC(CC(C5)C3)C4)CC2)c1
 : 10	143	-10	143	-6%	33	79	46	0%
C=C(C)CN(CC)C(=O)CSc1nc2ncc(Cl)cc2[nH]1
 : -9	188	9	188	-63%	9	89	80	-4%
Cc1nnc(NC(=O)C2CCN(c3cnccn3)CC2)s1
 : 15	84	-15	84	12%	-10	78	88	-9%
COc1cccc(-c2ccc(-c3noc(-c4ccccc4F)n3)c(OC)n2)c1
 : 12	171	-12	171	16%	-8	83	91	-7%
NC(=O)NC(c1ccccc1)c1ccccc1F (stereo not given)
 : -2	159	2	159	-10%	8	98	90	-6%
COC(=O)c1oc2nc(C)cc(C)c2c1N
 : -1	144	1	144	1%	-3	94	97	-2%
CCc1cccc2c(=O)c(C(=O)N3CCCCCC3)c[nH]c12
 : 14	161	-14	161	18%	-15	98	113	-3%
Cc1cc(C)c(S(C)(=O)=O)c(Oc2ccc(C(C)(C)C)cc2)n1
 : -7	175	7	175	-7%	.	.	.	1%
COc1ccc(Br)cc1C(=O)Nc1ccc(O)cc1
 : 0	182	0	182	3%	-13	42	55	-13%
CSc1nc(NCc2ccco2)c2ccccc2n1
 : 13	184	-12	184	20%	10	99	88	0%
COc1cc(C(=O)NCCc2ccc(S(N)(=O)=O)cc2)cc(OC)c1OC
 : 16	130	-16	130	0%	8	100	92	3%
COc1ccccc1N(C)S(=O)(=O)c1ccc(C(=O)NC(C)(C)C)cc1
 : 20	158	-20	158	-12%	.	.	.	10%
CC1(c2ccccc2)NC(=O)N(CC(=O)NC(=O)NC2CCCC2)C1=O (stereo not given)
 : 6	183	-6	183	5%	0	83	83	-1%
CCC(Cc1ccccc1)NC(=O)CN1C(=O)CSc2ncccc21 (stereo not given)
 : .	.	.	.	-7%	1	91	90	-4%
O=C(c1cccc(S(=O)(=O)N2CCOCC2)c1)N1CCN(c2ccc(F)cc2)CC1
 : .	.	.	.	-34%	17	91	74	-7%
Cc1ccccc1NC(=O)C1c2cccc[n+]2CC(=O)N1c1c(C)cccc1C (stereo not given)
 : 4	149	-4	149	-31%	7	93	86	13%
COc1ccc(C)cc1NC(=O)CN1CCN(c2ccc(F)cc2)CC1
 : -6	118	6	118	-18%	0	94	93	-2%
COc1cccc(N(CC(=O)NC(C)(C)C)C(=O)C2CSC(=O)C2)c1 (stereo not given)
 : 15	135	-15	135	-62%	17	99	82	-1%
O=C(Nc1cccc2c1CCCC2)C1CCN(c2nnnn2-c2ccccc2)CC1
 : 9	161	-10	161	-4%	-7	51	58	1%
COc1ccc(N(CC(=O)N2CCN(C)CC2)S(=O)(=O)c2ccccc2)cc1OC
 : 21	121	-22	121	-12%	5	102	97	-2%
CC(C)(C)NC(=O)CN(Cc1cccs1)C(=O)c1csnn1
 : 7	141	-6	141	3%	6	99	94	3%

# Additional entries follow:
# Each structure is followed by: NFkB transloc pot	NFkB transloc pot cell count 2 µM	NFkB transloc inh	NFkB transloc inh cell count 2 µM	PLAP inhibitors HTS	MRP resist rev	MRP resist rev cytotoxicity	MRP resist rev with doxorubicin	Bcl-B displacement
CCOc1ccc(-c2nc(C#N)c(NC3CC3)o2)cc1
 : 7	48	-7	48	-13%	.	.	.	5%
CC(C)(C)N=C1SCC(C)(/C=N/O)S1 (stereo not given)
 : 12	144	-12	144	5%	0	80	79	3%
Cc1ccc(C)c(NS(=O)(=O)c2c(C)ccc3nsnc23)c1
 : -2	136	2	136	-4%	17	94	77	2%
c1ccc2c(N3CCCCC3)nc(N3CCCC3)nc2c1
 : 9	146	-8	146	-46%	.	.	.	1%
Cc1ccc(Cn2c(NCCc3ccccc3)nc3c2c(=O)n(C)c(=O)n3C)cc1
 : 13	155	-13	155	0%	-6	89	96	-8%
CCC(=O)N(CC(=O)Nc1sc(C)c(C)c1C(N)=O)C1CCCCC1
 : 13	140	-13	140	2%	.	.	.	-2%
O=C(NC1CCN(Cc2ccccc2)CC1)C12CC3CC(CC(C3)C1)C2
 : 0	95	0	95	.	7	86	79	.
CCOc1nc(C)ccc1-c1noc(CC)n1
 : -13	175	13	175	.	-6	82	88	.
Cc1cccc(Cn2cc(SCC(=O)Nc3nccs3)c3ccccc32)c1
 : 17	71	-17	71	1%	11	69	59	0%

# 4 compounds picked at random from the list so far, as already listed:
# Each structure is followed by: NFkB transloc pot	NFkB transloc pot cell count 2 µM	NFkB transloc inh	NFkB transloc inh cell count 2 µM	PLAP inhibitors HTS	MRP resist rev	MRP resist rev cytotoxicity	MRP resist rev with doxorubicin	Bcl-B displacement
c1ccc2c(N3CCCCC3)nc(N3CCCC3)nc2c1
 : 9	146	-8	146	-46%	.	.	.	1%
CC(C)(C)N=C1SCC(C)(/C=N/O)S1 (stereo not given)
 : 12	144	-12	144	5%	0	80	79	3%
O=C(NC1CCN(Cc2ccccc2)CC1)C12CC3CC(CC(C3)C1)C2
 : 0	95	0	95	.	7	86	79	.
Cc1cccc(Cn2cc(SCC(=O)Nc3nccs3)c3ccccc32)c1
 : 17	71	-17	71	1%	11	69	59	0%

# Full records, quoted from the list:
# O=C(NC1CCN(Cc2ccccc2)CC1)C12CC3CC(CC(C3)C1)C2 reads NFkB transloc pot: 0; NFkB transloc pot cell count 2 µM: 95; NFkB transloc inh: 0; NFkB transloc inh cell count 2 µM: 95; PLAP inhibitors HTS: .; MRP resist rev: 7; MRP resist rev cytotoxicity: 86; MRP resist rev with doxorubicin: 79; Bcl-B displacement: .
# CCC(=O)N(CC(=O)Nc1sc(C)c(C)c1C(N)=O)C1CCCCC1 reads NFkB transloc pot: 13; NFkB transloc pot cell count 2 µM: 140; NFkB transloc inh: -13; NFkB transloc inh cell count 2 µM: 140; PLAP inhibitors HTS: 2%; MRP resist rev: .; MRP resist rev cytotoxicity: .; MRP resist rev with doxorubicin: .; Bcl-B displacement: -2%
# Cc1ccc(C)c(NS(=O)(=O)c2c(C)ccc3nsnc23)c1 reads NFkB transloc pot: -2; NFkB transloc pot cell count 2 µM: 136; NFkB transloc inh: 2; NFkB transloc inh cell count 2 µM: 136; PLAP inhibitors HTS: -4%; MRP resist rev: 17; MRP resist rev cytotoxicity: 94; MRP resist rev with doxorubicin: 77; Bcl-B displacement: 2%
